# AI-2 QS modul = Vibrio harveyi AI-2 quorum sensing modulation; Vibrio harveyi JMH597 AI-2 luminescence/OD600 ratio, 9 h; active compounds read low; strain lacks LuxN and CqsS sensors; 0 = neutral-control median; activity change, % at 7.5 µM; actives 0.4% (n = 300,000); AID 2094; in the data active = activity change below about -75%, passing the limit was not always enough;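 also: luminescence divided by OD600 gain over 9 h not by final OD600 alone; inactives centre near 13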
# MrgX1 antagonist = antagonists of human MrgX1 receptor; actives 1.3% (n = 310,000); Q96LB2; B-score at 10 µM; MRGX1-HEK293 calcium flux, Fluo-4, BAM8-22 antagonism; active compounds read low;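 active = calcium-response B-score plate-corrected more than 3 library SD below zero, starting fluorescence within 5 deviations, no agonist response on first addition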;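 also: peak minus trough fluorescence over baseline after final BAM8-22 challenge near maximal dose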
# Target sequence (Q96LB2 whole entry, looked up): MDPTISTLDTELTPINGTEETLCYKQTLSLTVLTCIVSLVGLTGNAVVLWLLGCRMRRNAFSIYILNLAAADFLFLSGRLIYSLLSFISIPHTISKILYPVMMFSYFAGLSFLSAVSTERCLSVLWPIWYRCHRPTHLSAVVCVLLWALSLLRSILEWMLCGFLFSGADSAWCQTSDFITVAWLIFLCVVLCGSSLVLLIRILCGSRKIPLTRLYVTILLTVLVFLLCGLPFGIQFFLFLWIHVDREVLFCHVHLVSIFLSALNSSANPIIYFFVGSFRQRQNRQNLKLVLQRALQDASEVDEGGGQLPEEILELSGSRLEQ
# TRPC4 inh = inhibitors of mouse TRPC4 channel | Q9QUQ5 | HEK293 TRPC4beta/mu-opioid, DAMGO-evoked Fluo4 calcium flux; active compounds read low | B-score at 10 µM | actives 0.39% (n = 300,000) | AID 2247;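 active = B-score over 3 SD under the library average, no early fluorescence shift, positive overall ratio signal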
#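 Assay system: TRPC4beta/mu-opioid receptor HEK293 cell line; compound dosing: single concentration per test compound; detection: Fluo4 Ca2+ flux fluorescence; evaluation: per-well B score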
# MrgX1 agonist = human MrgX1 receptor agonism, primary screen; B-score at 10 µM; Q96LB2; MrgX1-HEK293 cells, Fluo-4 calcium fluorescence, agonist mode; active compounds read high; actives 0.44% (n = 310,000); AID 588627;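 active = calcium response B-score plate-corrected fluorescence ratio at least 3 library SD, with starting fluorescence B-score inside 5 SD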
#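 System: HEK293 cells stably expressing human MrgX1 receptor; Dosing: test compound in the initial addition of three; Schedule: overnight plating, then 30 min 37 °C plus 30 min room-temperature dye loading; Detection: kinetic calcium dye fluorescence, Fluo-4 NW; Controls: per-plate positive and negative controls for Z′ factor.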
# TRPC4 agonist = activators of mouse TRPC4 channel; Q9QUQ5; actives 0.49% (n = 310,000); HEK293 TRPC4beta/mu-opioid, Fluo4 calcium fluorescence; active compounds read high; B-score at 10 µM;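 active = B-score above 5 SD of library B-scores, and initial fluorescence ratio not above library mean plus 5 SD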;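 also: positive B-score marks a calcium rise read as TRPC4 activation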
#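 Material: HEK293 stable line with TRPC4beta plus mu-opioid receptor; technique: Fluo4 calcium-sensitive dye fluorescence, kinetic, 1 Hz baseline; timing: Fluo4 dye loading 45 min at room temperature, 110 s recording; controls: assay buffer as low control, maximal DAMGO as high control; read-out: integrated baseline-normalised fluorescence ratio, converted to per-well B score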
# TRPC6 inh = mouse TRPC6 channel inhibition; Q61143; HEK293-TRPC6, membrane potential dye, ACh-evoked depolarization; active compounds read low; B-score at 10 µM; actives 1.1% (n = 310,000); AID 2553;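 active = B-score under library mean minus 3 SD, initial fluorescence not abnormally high, positive integrated signal ratio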;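 also: B-score derived from integrated fluorescence ratio over the kinetic read; more negative B-score means stronger inhibition of depolarization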
# HIF activator = HIF pathway transcriptional activation; activation, % at 7.5 µM (by protocol); AID 1910; actives 0.32% (n = 300,000); U2OS HRE-luciferase reporter, luminescence; normalized: DMSO 0%, desferrioxamine 100%;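 active = mean activation of at least 10% of the iron chelator positive control signal, with at least half of replicates also reaching 10%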
# MrgX1 PAM = human MrgX1 positive allosteric modulation, primary screen; Q96LB2; MrgX1-HEK293, Fluo-4 calcium flux, FDSS; active compounds read high; B-score at 10 µM; actives 0.63% (n = 310,000); AID 588675;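 active = plate-corrected calcium response at least 3 library SD above typical, normal starting fluorescence, not activating the receptor alone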;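 also: compound read alongside a low EC10 to EC30 dose of BAM8-22 agonist; peak minus trough fluorescence over baseline measured at the second addition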
# PolyA inhibitor = inhibitors of polyadenylation in S. cerevisiae; S. cerevisiae SKY197-pL101 polyadenylation reporter, beta-gal luminescence; efflux-impaired pdr1/pdr3 knockout yeast; score 100 = 6 SD above DMSO; calls only at 12 µM; actives 0.02% (n = 300,000);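 active = lowest replicate activity score at least 50, where 100 means six control SD above control mean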;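 also: yeast exposed to compound for 9 h at 30 °C; higher score means more reporter readthrough which indicates perturbed polyadenylation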
# TRPC6 act = activates the mouse TRPC6 cation channel. Q61143. HEK293-TRPC6 membrane potential dye fluorescence; active compounds read high. actives 0.13% (n = 310,000). B-score at 10 µM. AID 2550;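 active = B-score of the integrated fluorescence ratio above library mean plus 3 SD, and starting fluorescence ratio within library mean plus 5 SD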;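 also: higher score means more depolarization so channel activation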
# TRPC4 PAM = allosteric potentiators of mouse TRPC4 channel; B-score at 10 µM; actives 0.42% (n = 310,000); HEK293 TRPC4beta/mu-opioid, DAMGO EC20, Fluo-4 Ca2+ flux; active compounds read high;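 active = B-score of calcium response area above 5 SD of library B-scores, with initial fluorescence ratio within 5 SD of library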;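 also: B-score of integrated fluorescence ratio over time as area under calcium response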
# Active calls of the source: *; i = inactive; . = no result given. A portion of the library, so the mix of outcomes need not match the whole.
SMILES,AI-2 QS modul,MrgX1 antagonist,TRPC4 inh,MrgX1 agonist,TRPC4 agonist,TRPC6 inh,HIF activator,MrgX1 PAM,PolyA inhibitor,TRPC6 act,TRPC4 PAM
CC(=O)c1ccc(NC(=O)C2CCN(S(=O)(=O)c3cccnc3)CC2)cc1,-44.0,i,i,i,i,i,.,i,i,i,i
CC(=O)Nc1ccc(NC(=O)Cn2nc([N+](=O)[O-])c(Br)c2C)cc1,55.9,i,i,i,i,i,0.5,i,i,i,i
O=C(c1ccc2c(=O)n(Cc3ccccc3Cl)c(=S)[nH]c2c1)N1CCOCC1,15.9,i,i,i,i,i,-0.2,i,i,i,i
CC(C)c1ccc(NS(=O)(=O)c2ccc(-n3cccn3)cc2)cc1,-20.0,i,i,i,i,i,-0.1,i,i,i,i
Cc1ccc(C)c(N2CCN(c3ccncc3N)CC2)c1,25.6,i,i,i,i,-6.47*,0.3,i,i,i,i
COc1ccc(-c2csc3nc(-c4ccc(C)cc4)oc(=O)c23)cc1OC,28.1,i,i,i,i,i,2.0,i,i,i,i
CC1CCN(C(=S)c2cn(Cc3ccccc3F)c3ccccc23)CC1,-18.9,i,i,i,i,i,-0.2,i,i,i,i
CCOc1cccc(/C=C2/NC(=O)N(CC(=O)Nc3cccc(C)c3)C2=O)c1O,-8.6,i,i,i,i,i,-0.2,i,i,i,i
CC(C)c1ccc(C(=O)Nc2nnc(S(=O)(=O)N3CCCCC3)s2)cc1,14.9,i,i,i,i,i,-0.2,i,i,i,i
OC(CNCCc1ccc(C(F)(F)F)cc1)COc1ccc2ccccc2c1 (stereo not given),15.0,i,i,i,i,i,-0.6,i,i,i,24*
COC(=O)C1CCN(CC(N)=O)CC1,17.8,i,i,i,i,i,-0.2,i,i,i,i
CCc1ccc(NS(=O)(=O)c2ccc3c(c2)oc(=O)n3C)cc1,-17.2,i,i,i,i,i,-9.8,i,i,i,i
Cc1cc(C)cc(N(C(=O)Cc2cccs2)C(C(=O)NC2CCCC2)c2ccc(C)o2)c1 (stereo not given),1.7,i,i,i,i,i,0.2,i,i,i,i
CS(=O)(=O)Oc1ccc2c(c1)O/C(=C\c1cccnc1)C2=O,16.9,i,i,i,i,i,-0.3,i,i,i,i
CCOC(=O)c1ccc(NC(=O)C(=O)NCCc2ccc(OC)cc2)cc1,16.4,i,i,i,i,i,-0.4,i,i,i,i
COc1ccc(-c2csc3ncn(-c4ccccc4)c(=O)c23)cc1OC,1.1,i,i,i,i,i,-0.8,i,i,i,i
CCOc1ccccc1C(=O)NC1CC2CCCC(C1)N2Cc1ccc(C)cc1 (stereo not given),12.1,i,i,i,i,i,2.5,i,i,i,i
O=C(NNC(=O)c1cc(Cl)nc2ccccc12)c1ccccc1F,14.2,i,i,i,i,i,0.2,i,i,i,i
Cc1ccc(NC(=O)c2cc(-c3ccc4c(c3)OCO4)on2)cc1C,17.3,i,i,i,i,i,0.3,i,i,i,i
COC(=O)C1C2C=CC3(CN(c4ccc(Cl)c(F)c4)C(=O)C13)O2 (stereo not given),40.7,i,i,i,i,i,0.1,i,i,i,i
O=C(/C=C/c1ccccc1)N/C(=C/c1ccccc1)C(=O)Nc1cccc(C(=O)O)c1,8.0,i,i,i,i,i,0.2,i,i,i,i
COC(=O)c1cc2ccccc2oc1=O,7.6,i,i,i,i,i,0.1,i,i,i,i
O=C(CCN1C(=O)c2ccccc2C1=O)Nc1ccccn1,21.1,i,i,i,i,i,.,i,i,i,i
CC(=O)c1cccc(NC(=O)c2sc(Cl)nc2C)c1,3.1,i,i,i,i,i,-1.1,i,i,i,i
O=C(CCN1C(=O)C2CCCCC2C1=O)Nc1nc(-c2ccc(F)c(F)c2)cs1 (stereo not given),19.5,i,i,i,i,i,1.0,i,i,i,i
O=C(O)c1cc(-c2ccc(/C=N/Nc3ccc(Cl)cc3)o2)ccc1Cl,-1.3,i,i,i,i,i,-0.2,i,i,i,i
CCOC(=O)C1CCCN(Cc2c(C(=O)N3CCOCC3)nc3ccccn23)C1 (stereo not given),5.3,i,i,i,i,i,-0.4,i,i,i,i
O=C(CNC(=O)C1COc2ccccc2O1)N/N=C/c1cc(Br)c(O)c(Br)c1 (stereo not given),19.3,i,i,i,i,i,0.0,i,i,i,i
Cc1ccc2c(c1)N(CC(=O)N1CCCCCC1)C(=O)c1cccnc1O2,10.1,i,i,i,i,i,0.1,i,i,i,i
CC(=O)Nc1ccc(C(=O)OCC(=O)Nc2ccccc2Sc2ccccc2)cc1,33.7,i,i,i,i,i,-0.8,i,i,i,i
COc1ccc(NC(=O)CN(C)C(=O)C2CC(=O)N(c3ccc4c(c3)OCCO4)C2)cc1 (stereo not given),40.5,i,i,i,i,i,0.0,i,i,i,i
COc1ccc(CNc2c(C(=O)O)cnc3c2cnn3C)cc1,19.4,i,i,i,i,i,0.0,i,i,i,i
CCOC(=O)c1sc(NC(=O)CCSC)nc1C,35.7,i,i,i,i,i,0.3,i,i,i,i
Cc1ccc(/C(O)=C2\C(=O)C(=O)N(CC(C)O)C2c2ccc(N(C)C)cc2)cc1 (stereo not given),40.1,i,i,i,i,i,-0.3,i,i,i,i
CCN(CC)S(=O)(=O)c1ccc(Cl)c(NC(=O)COc2ccc(OC)cc2)c1,2.3,i,i,i,i,i,-0.2,i,i,i,i
COc1cccc(N2C(=O)CC(NNC(=O)c3cccs3)C2=O)c1 (stereo not given),8.3,i,i,i,i,i,0.4,i,i,i,i
CCOc1cc(N2CCOCC2)c(OCC)cc1NC(=O)Cc1cn2ccsc2n1,4.9,i,i,i,i,i,-0.1,i,i,i,i
Cc1cc(NC(=O)CSCC(=O)OCc2nnc(-c3ccccc3)o2)no1,4.2,i,i,i,i,i,0.7,i,.,i,i
COc1cccc(CNS(=O)(=O)c2ccc3c(c2)CC(C)N3C(=O)C2CCC2)c1 (stereo not given),11.5,i,i,i,i,i,-0.3,i,i,i,i
Cc1noc(C)c1COC(=O)c1ccc(N(C)C)cc1,6.9,i,i,i,i,i,1.0,i,i,i,i
CCOC(=O)C(O)(CCC(O)(C(=O)OCC)C(=O)OCC)C(=O)OCC,26.2,i,i,i,i,i,-0.1,i,i,i,i
COc1ccc(N2CCN(Cc3nc4c(c(=O)n(C)c(=O)n4C)n3CCc3ccccc3)CC2)cc1,41.4,i,i,i,i,i,-0.2,i,i,i,i
Cc1ccccc1N(CC(=O)N1CCOCC1)S(C)(=O)=O,6.7,i,i,i,i,i,-0.4,i,i,i,i
CCOC(=O)C1(C)NC(c2ccco2)C2C(=O)N(c3ccccc3)C(=O)C21 (stereo not given),29.3,i,i,i,i,i,-0.5,i,i,i,i
Cc1ccc(-c2cc(N)on2)cc1,5.4,i,i,i,i,i,1.4,i,i,i,i
CCCCn1c(SCC(=O)N2CCCCC2)nc2cc(S(N)(=O)=O)ccc21,-18.3,i,i,i,i,i,-0.2,i,i,i,i
O=C(NCCNC(=O)c1cnccn1)c1ccc(Cl)c(Cl)c1,21.7,i,i,i,i,i,-0.9,i,i,i,i
O=C(Nc1cccc(O)c1)c1ccc(C(=O)c2ccccc2)o1,2.6,i,i,i,i,i,1.7,i,i,i,i
CC1=C(C#N)C(c2cccnc2)C2=C(CC(C)(C)CC2=O)N1 (stereo not given),21.0,i,i,i,i,i,-0.4,i,i,i,i
CCC1Nc2ccccc2-c2nnc(SC)nc2O1 (stereo not given),-7.9,i,i,i,i,i,0.0,i,i,i,i
Cc1cc(O)ccc1-c1cnc2ccccc2n1,-6.7,i,i,i,i,i,0.6,i,i,i,i
Cc1oc2ccc(NS(=O)(=O)c3cccc4cccnc34)cc2c1C(=O)OC(C)C,11.9,i,i,i,i,i,0.0,i,i,i,i
Cc1nc2c(ccc3nc(NC(=O)C(c4ccccc4)c4ccccc4)sc32)s1,13.7,i,i,i,i,i,-0.1,i,i,i,i
CCc1nn(CC(=O)NCCCN2CCOCC2)c(=O)c2cc3sccc3n12,13.7,i,i,i,i,i,-0.1,i,i,i,i
O=C(Nc1nnc(S(=O)(=O)N2CCCCC2)s1)c1ccc(Cl)cc1,3.7,i,i,i,i,i,-0.3,i,i,i,i
O=[N+]([O-])c1ccccc1/C=N/n1c(-c2ccccc2)n[nH]c1=S,.,i,i,i,i,i,0.3,i,i,i,i
O=S(=O)(NC1=NCCCCC1)c1ccc2ccccc2c1,11.8,i,i,i,i,i,0.9,i,i,i,i
C/C(=N\NC(=S)NC1CCCCC1)c1ccccc1,4.9,i,i,i,i,i,2.4,i,i,i,i
O=C(NCCCN1CCOCC1)c1onc(CSc2ccccc2)c1C(=O)NCCCN1CCOCC1,15.5,i,i,i,i,i,0.5,i,i,i,i
Cn1c(CCNC(=O)c2cccs2)nnc1SCC(=O)N1CCN(c2ccccc2)CC1,7.7,i,i,i,i,i,0.6,i,i,i,i
# Next results
SMILES,AI-2 QS modul,MrgX1 antagonist,TRPC4 inh,MrgX1 agonist,TRPC4 agonist,TRPC6 inh,HIF activator,MrgX1 PAM,PolyA inhibitor,TRPC6 act,TRPC4 PAM
COc1ccccc1CNC(=O)COC(=O)c1cc(C)oc1C,20.6,i,i,i,i,i,0.3,i,i,i,i
Cc1ccc(CN2C3CCCC2CC(NC(=O)c2ccc(C)cc2)C3)cc1 (stereo not given),17.7,i,i,i,i,i,1.9,i,i,i,i
OC1CCN(C(=S)Nc2ccc(Nc3ccccc3)cc2)CC1,29.6,i,i,i,i,i,1.0,i,i,i,i
Cc1ccccc1Nc1nc(N)nc(CSc2nc3ccccc3c(=O)n2C)n1,11.2,i,i,i,i,i,-0.2,i,i,i,i
Cc1noc2ncnc(Oc3ccc(Cl)cc3Cl)c12,6.6,i,i,i,i,i,0.5,i,i,i,i
Fc1ccc(-n2nnc(-c3cccnc3)n2)cc1,8.0,i,i,i,i,i,3.7,i,i,i,i

# An excerpt from above in order of the AI-2 QS modul value, smallest number first.
Molecule | AI-2 QS modul
Fc1ccc(-n2nnc(-c3cccnc3)n2)cc1 | 8.0
Cc1ccccc1Nc1nc(N)nc(CSc2nc3ccccc3c(=O)n2C)n1 | 11.2
OC1CCN(C(=S)Nc2ccc(Nc3ccccc3)cc2)CC1 | 29.6

# Screens deposited in PubChem by several laboratories.
